From PubChem BioAssay
CCT modulator – High-Throughput Screening for Modulators of Cytosolic Chaperonin Activity. activity change, % (no concentration beside the values), hits read low. purified chaperonin ATPase assay, HTRF ADP detection, 30 min. 360,000 tested, 0.3% active; in the data active = activity change below about -30%; also: % is scaled to controls: 0 for no effect and ±100 for the full control effect
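TRiC (40 or 20 nM final, by batch activity) in 30 mM Tris pH 7.4, 100 mM KCl, 5 mM MgCl2, 1 mM DTT was treated with compound at 76 uM single dose, then 10 uM ATP, 30 min at 37 °C. ADP was read by HTRF Transcreener.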
Mm-Cpn inhibitor – Inhibitors of TCP-1 ring complex (TRiC) of Methanococcus maripaludis (MmCpn): qHTS. AID 504842, 2011. purified Mm-Cpn ATPase, ADP Transcreener TR-FRET. 330,000 tested, 0.031% active. Potency, µM (top dose mostly 76.9 µM), for inactives: at the highest dose activity, negative = inhibition, most hits filed as inhibitors. Chaperonin Mm-Cpn (Methanococcus maripaludis); also: potency is read from the fitted curve at half-maximal effect; % is scaled to controls: 0 for no effect and ±100 for the full control effect; nearly all actives have a fitted effect of over 80% in size
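TR-FRET (320 nm excitation; 590 and 665 nm emission) reports ADP made from 10 uM ATP by 25 nM enzyme; compounds were preincubated 10 min, reaction run 30 min, both at 37°C.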
Nrf2 block – Nrf2 qHTS screen for inhibitors | Potency, µM (top dose mostly 46 µM), for the others: at the highest dose activity change, negative = inhibition, usual class: inhibitors | 360,000 tested, 2.1% active | A549 ARE-Fluc reporter, luciferase luminescence, 18-24 h; also: potency is read from the fitted curve at half-maximal effect; % is scaled to controls: 0 for no effect and ±100 for the full control effect; nearly all actives have a fitted effect of over 60% in size
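Reporter: ARE-Fluc in A549. Exposure: 18-24 h, 37 °C, 5% CO2, 5% FBS OPTI-MEM. Readouts: fluorescent cytotoxicity (CellTiter-Fluor), then luminescent Nrf2 signal after BugLite.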
Nrf2 ARE act – qHTS of Nrf2 Activators; 410,000 tested, 0.31% active; AREc32 ARE-luciferase reporter (MCF7-derived line), luminescence, 24 h; Potency, µM (top dose mostly 46.1 µM), inactives show at the top dose activation, usual class: activators; also: potency is read from the fitted curve at half-maximal effect; % of control where 0% means no effect; nearly all actives have a fitted effect of over 65% in size
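Luciferase luminescence (Steady-Glo, 30 min at room temperature) served as the read-out of ARE activation in AREc32 cells treated with compounds for 24 hr at 37 deg C.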
TGFb inhibitor – qHTS for Inhibitors of TGF-b; HepG2 CAGA-GFP TGF-b/SMAD3 reporter, GFP fluorescence, 18 h; TGF-beta stimulated, 500 pg/mL final; Potency, µM (highest dose often 46.1 µM), for inactives: at the top dose activity, negative = inhibition, hits mostly inhibitors; 410,000 tested, 1.2% active; also: potency is read from the fitted curve at half-maximal effect; % is scaled to controls: 0 for no effect and ±100 for the full control effect; nearly all actives have a fitted effect of over 65% in size
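Inhibition was scored as loss of TGF-beta-induced (500 pg/mL final, 18 hours, 37 degrees C) GFP in HEPG2 cells carrying a CAGA-GFP reporter, in DMEM with 1% FBS. Well GFP was summed per cell; Activity was normalised to unstimulated and stimulated DMSO wells, then concentration-response fitting.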
pAkt inh – HTS Assay for Inhibitors of Akt Phophorylation: Primary Screen; activity change, % for hits at 50 µM; AID 651550, 2012; Neuro2A IGF-stimulated pAkt S473 HTRF, 20 min; stronger effect = lower value; 360,000 tested, 0.32% active; in the data active = activity change below about -80%; inconclusive = mostly about -51% to -80%; also: % is scaled to controls: 0 for no effect and ±100 for the full control effect
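Single-point screen (50 µM final compound) in Neuro2A cells stimulated 20 min with 6 nM IGF at 37 deg C. After lysis, Ser473-phosphorylated Akt read by HTRF (ex 330 nm, em 615/665 nm) as the 665/615 ratio.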
EPAC2 antagonist – qHTS for Antagonist of cAMP-regulated guanine nucleotide exchange factor 2 (EPAC2): primary screen; EPAC2 GEF exchange of Rap1B-BODIPY-GDP, fluorescence; Potency, µM (doses to about 114 µM), without a hit: at the highest dose activity, negative = inhibition, hits mostly inhibitors; 360,000 tested, 0.18% active; also: potency is read from the fitted curve at half-maximal effect; % is scaled to controls: 0 for no effect and ±100 for the full control effect; nearly all actives have a fitted effect of over 45% in size; many of its hits are not listed in these tables
Target sequence (Q8WZA2 whole entry, looked up): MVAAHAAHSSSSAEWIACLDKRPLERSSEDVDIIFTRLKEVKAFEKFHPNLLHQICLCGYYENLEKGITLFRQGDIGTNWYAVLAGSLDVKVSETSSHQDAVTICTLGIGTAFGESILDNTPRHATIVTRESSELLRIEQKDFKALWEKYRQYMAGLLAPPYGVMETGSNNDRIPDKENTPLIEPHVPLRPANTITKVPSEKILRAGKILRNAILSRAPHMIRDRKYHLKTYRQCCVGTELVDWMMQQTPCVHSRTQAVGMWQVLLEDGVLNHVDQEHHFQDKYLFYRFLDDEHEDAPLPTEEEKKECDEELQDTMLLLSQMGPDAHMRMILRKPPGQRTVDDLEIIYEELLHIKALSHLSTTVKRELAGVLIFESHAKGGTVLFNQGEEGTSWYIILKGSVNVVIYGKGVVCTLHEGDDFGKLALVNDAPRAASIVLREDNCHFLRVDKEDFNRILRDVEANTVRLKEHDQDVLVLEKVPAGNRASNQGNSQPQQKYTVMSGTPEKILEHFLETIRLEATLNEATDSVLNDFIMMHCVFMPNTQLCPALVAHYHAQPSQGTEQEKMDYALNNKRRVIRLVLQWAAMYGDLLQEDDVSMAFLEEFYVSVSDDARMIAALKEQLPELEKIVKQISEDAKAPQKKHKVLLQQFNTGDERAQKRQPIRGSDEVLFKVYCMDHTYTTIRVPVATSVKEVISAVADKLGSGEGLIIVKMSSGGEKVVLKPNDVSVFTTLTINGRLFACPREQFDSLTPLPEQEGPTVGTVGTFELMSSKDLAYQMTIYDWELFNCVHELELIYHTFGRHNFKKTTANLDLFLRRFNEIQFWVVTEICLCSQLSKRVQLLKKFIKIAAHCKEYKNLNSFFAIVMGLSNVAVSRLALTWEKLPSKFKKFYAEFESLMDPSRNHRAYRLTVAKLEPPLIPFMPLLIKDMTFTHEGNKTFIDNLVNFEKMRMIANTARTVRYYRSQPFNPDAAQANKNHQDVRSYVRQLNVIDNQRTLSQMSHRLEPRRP
EPAC2 ag – qHTS for Agonist of cAMP-regulated guanine nucleotide exchange factor 4 (EPAC2): primary screen; Rap guanine nucleotide exchange factor 4 (Homo sapiens), Q8WZA2; EPAC2 activation, biochemical qHTS; response scale: 100% = 6.5 mM cAMP response; Potency, µM (titrated, usually from 154 µM), for the others: at the top dose activation, actives largely listed as activators; 360,000 tested, 0.079% active; AID 720711, 2013; also: potency is read from the fitted curve at half-maximal effect; nearly all actives have a fitted effect of over 50% in size
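Readout is BODIPY fluorescence (480 nm excitation, 540 nm emission), which falls as labeled GDP is exchanged off Rap1B. EPAC2 at 100 nM acted on 250 nM RAP1B-BODIPY-GDP with 50 uM GDP present.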
A549 tox – Nrf2 qHTS screen for inhibitors: counterscreen for cytotoxicity | Potency, µM (series often up to 46 µM), inactives show at the highest dose activity change, negative = cytotoxicity, actives largely listed as inhibitors | 390,000 tested, 0.16% active | A549 ARE-Fluc cells, CellTiter-Fluor viability, 18-24 h; also: potency is read from the fitted curve at half-maximal effect; % is scaled to controls: 0 for no effect and ±100 for the full control effect
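A549 ARE-Fluc cells in 5% FBS OPTI-MEM, 5000 cells/well, rested 2 h then exposed to compounds in concentration-response for 18-24 h at 37 °C. Viability by CellTiter-Fluor fluorescence (Ex 405/Em 525) after 30 min; luciferase luminescence (BugLite, 15 min, RT) read afterwards.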
* = called active by the depositor; i = inactive; ? = inconclusive; . = not tested or not shown. Unless noted, calls follow the shape of the dose curve; as a rule, active = well fitted curve in the direction sought with a large enough effect; inconclusive = small, poorly fitted or top-dose-only effect, or another doubt; inactive = no such curve, though single readings can be large; an effect the other way counts as inactive or inconclusive. Not all compounds are listed; the hit share may differ from the screen's.

Sample of the layout (three entries):
Molecule	CCT modulator	Mm-Cpn inhibitor	Nrf2 block	Nrf2 ARE act	TGFb inhibitor	pAkt inh	EPAC2 antagonist	EPAC2 ag	A549 tox
C[C@H]1C=C(C(=O)O)O[C@@H](OCc2ccc(CO)cc2)C1	0.3	.	9.6%	-0.6%	-9.6%	i	8.0%	7.4%	-2.2%
COc1ccc(/C=C/C(=O)OCC(=O)N2CCCCCC2)cc1OC	1.6	0.1%	7.1%	-0.1%	0.6%	i	-0.7%	-0.2%	2.3%
O=C(Nc1ccc2c(c1)C(=O)N(c1ccccc1)C2=O)c1cccs1	1.7	-1.4%	1.7%	-1.0%	-19.3%	i	8.1%	0.0%	10.0%

This part in full (from the top)
Molecule	CCT modulator	Mm-Cpn inhibitor	Nrf2 block	Nrf2 ARE act	TGFb inhibitor	pAkt inh	EPAC2 antagonist	EPAC2 ag	A549 tox
C[C@H]1C=C(C(=O)O)O[C@@H](OCc2ccc(CO)cc2)C1	0.3	.	9.6%	-0.6%	-9.6%	i	8.0%	7.4%	-2.2%
COc1ccc(/C=C/C(=O)OCC(=O)N2CCCCCC2)cc1OC	1.6	0.1%	7.1%	-0.1%	0.6%	i	-0.7%	-0.2%	2.3%
O=C(Nc1ccc2c(c1)C(=O)N(c1ccccc1)C2=O)c1cccs1	1.7	-1.4%	1.7%	-1.0%	-19.3%	i	8.1%	0.0%	10.0%
COC(=O)c1ccccc1OC(=O)c1ccc(Br)o1	1.6	0.0%	.	-0.1%	-5.2%	i	7.3%	0.6%	12.3%
CN(CC(=O)Nc1ccccc1Cl)C(=O)Cn1cnc2ccccc2c1=O	-2.2	-0.1%	3.5%	-0.5%	14.5%	i	10.0%	3.6%	-4.5%
O=C(COC(=O)c1ccc(F)cc1F)NC1CC1	-1.4	-1.3%	-5.1%	-0.5%	-5.0%	i	-2.1%	10.1%	5.6%
COc1ccc(-c2nc3cc([N+](=O)[O-])ccc3o2)cc1OC	-0.8	-0.3%	-2.7%	9.0%	-21.2%	i	2.8%	4.1%	-0.5%
CCN(CC)c1ccc(/C=N/N2CCN(Cc3cccc4ccccc34)CC2)c(O)c1	-1.9	-0.1%	.	0.0%	21.9%	.	2.1%	10.1%	0.8%
O=C(O)[C@H]1CCCC[C@H]1C(=O)Nc1ccc(S(=O)(=O)N2CCOCC2)cc1	-6.6	-2.7%	6.2%	-0.4%	-2.5%	i	11.7%	7.2%	-2.7%
Cc1cccn2c(=O)c(/C=C(\C#N)C(=O)NC3CCS(=O)(=O)C3)c(Oc3ccccc3Cl)nc12 (configuration not stated)	-0.3	-8.5%	?	?	?	i	-10.6%	0.5%	3.5%
Cc1cc(CNC(=O)Cc2c(F)cccc2Cl)nn1C	3.5	1.0%	4.6%	0.6%	-10.4%	i	13.7%	2.6%	-6.1%
CCCCOC(=O)Nc1ccc(S(=O)(=O)Nc2onc(C)c2C)cc1	-1.1	0.6%	7.1%	0.3%	21.5%	i	-21.9%	8.2%	-10.1%
CC(C(=O)OCC(=O)N1CCN(c2ccccc2)CC1)N1C(=O)c2ccccc2C1=O (configuration not stated)	2.0	-1.8%	-12.4%	-0.8%	-4.1%	i	-2.5%	11.9%	10.3%
O=C1C(=NO)CCc2ccccc21	-1.4	.	-0.7%	-1.7%	?	i	-3.2%	-6.4%	-4.2%
C[C@H](NC(=O)[C@@H]1CSC2c3ccccc3C(=O)N21)C(=O)NCc1c(F)cccc1Cl (some centres not stated)	0.8	3.8%	5.9%	0.6%	-19.1%	i	7.3%	2.7%	1.4%
O=C(CSc1nnc(-c2ccncc2)n1-c1ccccc1)Nc1ccc(C(=O)O)cc1	0.1	-0.3%	?	-0.5%	-0.6%	i	-8.3%	7.7%	4.1%
Cc1nc2ccc(Cl)cc2nc1C	-0.9	-1.1%	7.8%	-0.4%	12.3%	i	-1.1%	8.9%	0.5%
CN(CC(=O)Nc1c(Cl)cccc1Cl)C(=O)Cc1ccc(S(=O)(=O)N2CCOCC2)s1	-2.1	-0.4%	-13.3%	-0.9%	13.8%	i	5.9%	-1.1%	-19.6%
CCOC(=O)c1c(C)n(CCOc2ccccc2)c2ccc(O)cc12	2.0	2.1%	-4.6%	2.8%	?	i	-9.7%	-2.0%	-1.5%
N=c1c2c(-c3ccccc3)c(-c3ccccc3)n(Cc3ccco3)c2ncn1CCCn1ccnc1	1.2	3.1%	?	6.3%	?	i	-6.6%	-2.7%	?
O=C(O)c1ccccc1C(=O)Nc1ccc(S(=O)(=O)Nc2ccc(F)cc2)cc1	1.2	1.5%	7.6%	0.1%	-3.9%	i	-10.1%	-8.1%	0.0%
COc1ccc(CN(C)C(=O)CCN(c2ccccc2)S(=O)(=O)c2ccc(C)cc2)c(OC)c1	0.7	-0.3%	?	1.4%	0.0%	i	-13.6%	-3.2%	?
C[C@@H]1COc2cc(N3CCSCC3)ccc2S(=O)(=O)N1	-0.6	.	.	0.5%	.	i	1.2%	5.5%	.
COc1ccc(Cl)cc1N/C(N)=N/c1nc(CSc2ccc(C)cc2)cc(=O)[nH]1	-4.2	1.4%	-28.6%	-0.3%	-15.6%	i	-4.8%	13.5%	-9.6%
COc1ccc([C@H](OC)[C@@]2(Cc3ccc(O)cc3)N=C(N)N(C)C2=O)cc1	-3.3	?	8.0%	-1.2%	6.4%	i	11.2%	1.5%	-0.5%
O=C(COC(=O)CCNS(=O)(=O)c1cccs1)Nc1ccccc1	-4.5	0.9%	0.0%	0.4%	-7.9%	i	-1.1%	-0.3%	-0.1%
Cn1c(=O)c2sccc2n2c(CCCC(=O)Nc3ccccc3)nnc12	-0.1	0.0%	8.7%	-0.9%	-7.8%	.	3.3%	3.5%	-19.8%
Cc1ccc(C(=O)NN2C(=O)C3C4c5ccccc5C(c5ccccc54)[C@@H]3C2=O)cc1 (some centres not stated)	0.4	1.2%	6.7%	-0.1%	5.2%	i	4.3%	9.5%	-4.1%
CC1Cc2ccccc2N1C(=O)c1nn(C)cc1Br (configuration not stated)	-3.6	1.5%	-4.6%	-0.1%	0.0%	i	5.2%	22.7%	-0.4%
C#C[C@]1(O)CC[C@H]2[C@@H]3CCC4=Cc5oncc5C[C@]4(C)[C@H]3CC[C@@]21C	0.6	.	17.4%	0.1%	-13.9%	i	15.8%	-0.4%	-4.1%
CCOc1ccc(CCNC(=O)C2CCN(c3nn4c(=O)cc(C)nc4s3)CC2)cc1	0.0	-3.0%	-8.3%	-0.8%	-2.8%	i	15.0%	0.4%	0.5%
Cc1ccc(Nc2nnc(-c3ccc(C)c(S(=O)(=O)N4CCN(C)CC4)c3)c3ccccc23)c(C)c1	.	.	-12.7%	0.7%	-1.5%	.	.	.	-3.7%
COc1cc(/C=N\NC(=O)CNC(=O)c2cccc([N+](=O)[O-])c2)ccc1O	-3.3	-1.0%	-5.1%	2.4%	2.9%	i	-3.6%	9.8%	-8.1%
O=C(Nc1ncc2c(n1)-c1ccccc1CC2)C1CC1	1.4	-3.2%	23.6%	0.8%	?	i	-7.3%	-14.6%	-1.2%
O=C(Nc1c(F)cccc1F)c1cnc(N2CCN(c3ccccn3)CC2)c2ccccc12	-27.0	1.3%	9.2µM*	-0.5%	-24.1%	i	-3.6%	3.3%	?
O=C(Nc1ccc(Cl)cc1)Nc1nnc(SCc2ccccc2)s1	-0.1	1.3%	15.1%	0.1%	-0.3%	i	2.5%	12.4%	1.1%
CCn1c(SCC(=O)OC)nnc1-c1ccc(C)cc1	1.2	-0.6%	5.0%	-0.2%	5.1%	i	4.4%	-1.1%	0.1%
CCN=C1SC(C(=O)Nc2cccc(C)c2)CC(=O)N1CC (configuration not stated)	1.9	-0.3%	-9.2%	-0.6%	-2.0%	i	5.0%	0.7%	1.4%
N#Cc1ccc(Oc2ccc(-c3nc4ccccc4nc3-c3ccccc3)cc2)cc1C#N	1.3	0.3%	-15.3%	2.3%	0.0%	i	14.7%	7.9%	-5.9%
Cc1cc(C(=O)NCCc2ccccc2)c2cc(F)ccc2n1	-0.5	-9.1%	-11.2%	0.0%	14.9%	i	-1.0%	-6.8%	-11.5%
CCC1(C)Cc2c(C#N)c(N)sc(=S)c2CO1 (configuration not stated)	-0.6	?	-18.3%	-0.3%	-0.8%	i	-10.2%	7.4%	-9.2%
N#Cc1cccnc1N1CCN(C(=O)COCC(=O)O)CC1	1.3	-1.3%	-8.7%	0.1%	-5.5%	i	-6.1%	0.9%	-14.8%
